Source: PubChem BioAssay (several laboratories)
PMI activator – activators of human PMI, primary screen, biochemical, fluorescence intensity, near-Km mannose 6-phosphate | activation factor at 20 µM | AID 1214, 2008 | Mannose-6-phosphate isomerase (Homo sapiens), P34949 | purified human PMI, coupled resazurin fluorescence, 20 min; hits give high values; 1 = vehicle control, 0 substrate-free wells | 0.005% of 190,000 active;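 active = activation factor of 2 or more at 20 µM, relative to plate controls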
Target sequence (P34949 whole entry, looked up): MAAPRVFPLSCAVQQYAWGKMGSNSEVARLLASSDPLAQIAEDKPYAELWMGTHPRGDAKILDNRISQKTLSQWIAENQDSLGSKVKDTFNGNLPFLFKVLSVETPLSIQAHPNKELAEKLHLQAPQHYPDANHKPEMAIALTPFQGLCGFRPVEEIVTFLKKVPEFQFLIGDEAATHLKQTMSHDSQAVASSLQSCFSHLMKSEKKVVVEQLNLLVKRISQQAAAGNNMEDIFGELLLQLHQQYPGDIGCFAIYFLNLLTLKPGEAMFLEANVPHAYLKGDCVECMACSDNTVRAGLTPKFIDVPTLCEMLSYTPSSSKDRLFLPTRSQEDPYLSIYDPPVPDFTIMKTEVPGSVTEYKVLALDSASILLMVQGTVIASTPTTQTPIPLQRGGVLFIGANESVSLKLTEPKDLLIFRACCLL
TNAP inh hiacc – human TNAP enzyme inhibitors, primary screen, biochemical, luminescent, high phosphate acceptor level, uHTS; Alkaline phosphatase, tissue-nonspecific isozyme (Homo sapiens), P05186; purified TNAP, CDP-star luminescence, 1 M DEA; inhibition, % at 20 µM; 0.03% of 200,000 active;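 active = over 50% inhibition of tissue-nonspecific alkaline phosphatase at 20 µM in the single-dose screen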;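 note: plate controls were DMSO wells for no effect and EDTA-quenched wells as full inhibition for full effect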
Target sequence (P05186 whole entry, looked up): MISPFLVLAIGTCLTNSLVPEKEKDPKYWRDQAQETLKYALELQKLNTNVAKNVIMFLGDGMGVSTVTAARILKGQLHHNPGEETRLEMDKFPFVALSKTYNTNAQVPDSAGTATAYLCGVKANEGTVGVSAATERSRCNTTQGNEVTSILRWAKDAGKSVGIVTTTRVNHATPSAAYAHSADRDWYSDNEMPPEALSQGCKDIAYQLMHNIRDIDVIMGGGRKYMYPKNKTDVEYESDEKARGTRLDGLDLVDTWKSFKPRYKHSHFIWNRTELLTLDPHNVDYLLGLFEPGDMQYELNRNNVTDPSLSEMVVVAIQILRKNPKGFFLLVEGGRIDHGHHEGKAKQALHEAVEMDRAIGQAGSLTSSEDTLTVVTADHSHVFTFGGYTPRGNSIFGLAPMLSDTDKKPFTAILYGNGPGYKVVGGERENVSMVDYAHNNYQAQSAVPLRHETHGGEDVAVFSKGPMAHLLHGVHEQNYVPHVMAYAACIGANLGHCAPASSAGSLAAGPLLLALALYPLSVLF
TNAP inh no acc – human TNAP enzyme inhibitors, primary screen, biochemical, luminescent, no phosphate acceptor, uHTS; 0.26% of 200,000 active; inhibition, % at 20 µM; Alkaline phosphatase, tissue-nonspecific isozyme (Homo sapiens), P05186; purified TNAP, CDP-star luminescence, 30 min;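 active = tissue-nonspecific alkaline phosphatase inhibition above about 50% at 20 µM in the single-dose screen, limit read from the data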;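 note: 0% = DMSO negative control and 100% = EDTA positive control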
G6PDH counter – L. mesenteroides G6PDH inhibitors, counter-screen for G6PDH-coupled screening assays, biochemical, Leuconostoc mesenteroides enzyme; 0.12% of 200,000 active; Purified L. mesenteroides G6PDH, diaphorase/resazurin coupled fluorescence, 45 min; inhibition, % at 5 µM; glucose-6-phosphate dehydrogenase [Leuconostoc mesenteroides]; in the data active = inhibition above about 50%
TNAP act hi DEA – TNAP activators at high phosphate acceptor level, primary screen, biochemical, luminescence, uHTS | Alkaline phosphatase, tissue-nonspecific isozyme (Homo sapiens), P05186 | purified TNAP, CDP-star luminescence, 1 M DEA, 30 min; hits give high values; 0 = EDTA background, 1 = DMSO-only activity | activation factor at 20 µM | 200,000 tested, under 10 active | AID 1136, 2008;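 active = activation factor at least 2 at 20 µM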
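Dosing: 20 µM single point. System: human TNAP. Amount: TNAP 1/800 final. Incubation: 30 min, room temperature. Read-out: TNAP activation factor scaled between EDTA and DMSO control wells. Signal: luminescence from CDP-star hydrolysis. Medium: 1 M DEA, pH 9.8, Mg2+, Zn2+. Control set: EDTA negative control, DMSO positive control.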
PMI act hi M6P – human PMI activators, high substrate, primary screen, biochemical, fluorescence intensity, near-saturating mannose 6-phosphate; Mannose-6-phosphate isomerase (Homo sapiens), P34949; coupled PMI enzyme assay, resazurin fluorescence, 20 min; hits give high values; 1 = untreated enzyme, 0 = substrate-free blank; activation factor at 20 µM; 0.34% of 190,000 active; AID 1216, 2008;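 active = activation factor of 2 or more at 20 µM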
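Test system: Human PMI in coupled enzyme assay | Input: 15 ng/mL PMI | Medium: HEPES-buffered pH 7.4 with magnesium and detergent | Compound: One concentration, 20 µM, in 1% DMSO | Incubation: Enzyme reaction with compound 20 min at room temperature | Detection: Diaphorase-driven resazurin-to-resorufin fluorescence, excitation 544, emission 590 nm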
HMGR II inh – inhibitors of E. faecalis class II HMGR, primary screen, biochemical, Enterococcus faecalis; HMG-CoA reductase (Enterococcus faecalis, mvaE); purified E. faecalis HMGR, NADPH absorbance 340 nm kinetic; inhibition, % at 10 µM; 0.41% of 190,000 active;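 active = inhibition above a set limit, the median over all tested compounds plus 3 SD, cut at about 9.5% in these data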;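 note: enzyme runs in reverse so mevalonate oxidation gives rising NADPH absorbance; 0% = complete reaction with DMSO and 100% = background rate lacking mevalonate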
FLuc stim CS – FLuc activators, initial screening, artefact control for FLuc-dependent activation tests, biochemical, ATPlite luminescence. Luciferin 4-monooxygenase (Photinus pyralis), P08659. ATPlite luciferase biochemical, 10 min; 0 = ATP-free wells, 1 = DMSO control. activation factor at 10 µM. 200,000 tested, under 10 active;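 active = luciferase activation factor, scaled between plate controls, of at least 2 with compound at 10 µM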
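Assay system: Luciferase/luciferin reagent mix; Medium: PBS as buffer for the ATP substrate; Dosing: test compounds dosed from 2 mM stocks in 100% DMSO; Times: 10 min, room temperature; Signal: luminescence from luciferase reaction; Read-out: luciferase activation; Controls: No-ATP low control, compound-free enzyme-plus-ATP high control.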
Diaphorase inh – diaphorase inhibitors and chemical oxidizers, primary screen, counter-screen for diaphorase-coupled primary assays, biochemical, uHTS, resorufin fluorescence. diaphorase resazurin-to-resorufin fluorescence, NADH, 16 min; bacterial (C. kluyveri) enzyme, not human. inhibition, % at 20 µM. 0.69% of 190,000 active. AID 1217, 2008;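 active = primary screen inhibition at 20 µM above a set limit, cut at about 50% in these data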;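 note: plate controls were DMSO with full reaction for no effect and wells lacking NADH for full effect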
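Test system: bacterial diaphorase enzyme (C. kluyveri); Quantity: 0.14 U/mL diaphorase, enzyme working solution; Times: reaction incubation of 16 min at room temperature; Measured by: fluorescence of resorufin formed from resazurin, Ex 544/Em 590 nm; Benchmarks: positive control minus NADH, DMSO neutral control.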
Diaphorase act – compounds boosting diaphorase resazurin reduction – biochemical, uHTS, resorufin fluorescence, counter-screen for diaphorase-coupled primary assays, primary screen. Diaphorase/resazurin coupled assay, 16 min; hits give high values; 1 = vehicle wells, 0 = NADH-free wells. activation factor at 20 µM. 0.005% of 190,000 active. AID 1229, 2008;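 active = diaphorase activity raised at least twofold by the compound at 20 µM; inactive = activation factor below 2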
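Measured by – red resorufin fluorescence at 544/590 nm excitation/emission · Test system – Clostridium kluyveri diaphorase, purified enzyme · Incubation – reaction time 16 min, room temperature · Buffer or medium – 50 mM HEPES pH 7.4 with 4.542 mM MgCl2, 0.005% Tween 20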
* = called active by the depositor; . = not tested or not shown.

canonical_smiles	PMI activator	TNAP inh hiacc	TNAP inh no acc	G6PDH counter	TNAP act hi DEA	PMI act hi M6P	HMGR II inh	FLuc stim CS	Diaphorase inh	Diaphorase act
CCC(C)C(NC(=O)C1CCC(C)CC1)C(=O)Nc1ccc(OC)cc1OC (stereo unspecified)	1	0	-10	6	1	1	1	1.1	8	0.9
COc1ccc(CNC(=O)C(c2ccco2)N(C(=O)c2ccccn2)c2ccccc2)cc1 (stereo unspecified)	.	0	0	7	1	.	1	1	.	.
Cc1ccc(N/C(N)=N/c2nc(CSc3ccccn3)cc(=O)[nH]2)c(C)c1	0.9	-11	-41	4	1.1	1	-8	1.1	25	0.8
COc1ccc(C(=O)OCC(=O)NCC2CCCO2)cc1S(=O)(=O)N1CCCc2ccccc21 (stereo unspecified)	1	-2	-9	2	1	0.9	-7	1.1	6	0.9
Cc1ccc(Nc2cc(C)nn2-c2nc(C)cc(C)n2)cc1	1	2	-14	-8	1	1.1	1	1	-4	1
COc1ccc(/C=C/C(=O)OCC(=O)NCc2cccs2)cc1OC	1	-4	-24	1	1	1	4	1.1	3	1
Cc1cc(CNC(=O)c2cccnc2Cl)c2ccccc2n1	0.9	-2	-7	10	1	0.9	0	1	19	0.8
O=C(O)[C@H](Cc1ccccc1)NC(=O)N1CCOCC1	1.1	-4	4	1	1	1	-1	1.1	10	0.9
Cn1c(=O)n(-c2cccc(Cl)c2)c(=O)c2c3c(sc21)COC(C)(C)C3	1	-2	-9	7	1	1	-3	1.1	15	0.8
COc1ccc(NC(=O)c2cccc(S(=O)(=O)Nc3ccc(Br)cc3)c2)cn1	0.9	0	0	-17	1	0.9	-8	1	13	0.9
C=CCn1c(N)c(C(=O)OCCC)c2nc3ccccc3nc21	0.9	-8	-11	12	1.1	0.8	-2	1.1	24	0.8
CC1(C)CC(=O)C(C=NCCN2CCOCC2)=C(O)C1	1	-6	-16	14	1.1	1	-11	1	-4	1
COc1ccc(CN2CCC(CO)(CCOc3ccccc3)CC2)cc1C	1	-2	-4	11	1	1	-1	1	-1	1
CC(=O)N(C)c1ccc(NC(=O)COc2ccc(Br)cc2C)cc1	1	-1	-8	0	1	1	-1	1.1	7	0.9
OCCC1CN(CCCn2cccn2)CCN1C1CCCCC1 (stereo unspecified)	1	-7	-12	6	1.1	1	-3	1.1	0	1
CC1CCCN(CCSc2ccc(Cl)cc2)C1 (stereo unspecified)	1.1	-5	-4	4	1.1	1.1	-4	1.1	15	0.9
CCOC(=O)c1[nH]c(C)c(C(=O)Nc2ccc(C)cc2C)c1C	1	0	-8	-24	1	1	1	1	5	1
COc1ccc(C2C(C#N)=C(N)OC3=C2C(=O)CC(C)(C)C3)c([N+](=O)[O-])c1OC (stereo unspecified)	0.9	-2	-13	0	1	0.7	-5	1	19	0.8
COc1ccc(NC(=S)N2CCCCCC2)cc1OC	1	-2	-9	6	1	0.9	1	1	5	1
COc1ccc(OC)c(NC(=O)C2CCCCC2C(=O)O)c1 (stereo unspecified)	0.9	-6	-11	-5	1.1	0.8	3	1.1	22	0.8
CCCC12CN3CCN(CC(C3)/C1=N\NC(=O)c1ccccc1Cl)C2	1.1	9	10	-6	0.9	1.1	-3	1	-10	1.1
CNC(=S)N(Cc1ccco1)Cc1cc2cc3c(cc2[nH]c1=O)OCCO3	0.9	6	-12	-6	0.9	0.5	-2	1	30	0.7
c1csc(-c2nn3c(-c4ccncc4)nnc3s2)c1	1	-8	-18	4	1.1	0.9	.	1.1	22	0.8
Cc1noc(C)c1S(=O)(=O)N1CCC2(CC1)OCCO2	1	2	-4	7	1	1	-1	1	12	0.9
CSc1ccc(OC2CCCCC2NS(=O)(=O)c2ccc(Cl)cc2)cc1 (stereo unspecified)	0.9	-3	-9	1	1	0.9	-1	1.1	13	0.9
O=C(O)c1ccc(COCC(F)(F)F)cc1	0.8	0	-6	7	1	0.8	-2	1.1	22	0.8
Cc1ccc(-c2csc(NC(=O)Cc3ccc(F)cc3)n2)o1	0.8	-2	-15	4	1	1	0	1	22	0.8
COc1cc(C2CC(=O)C=C(O)C2)cc(OC)c1OC (stereo unspecified)	0.8	-2	-12	1	1	0.9	-2	1.1	19	0.8
O=C(CSc1nc(O)cc(=O)[nH]1)N1c2ccccc2Sc2ccccc21	0.9	-1	-4	7	1	0.9	-1	1	15	0.9
O=C(COC(=O)c1cccc(S(=O)(=O)N2CCc3ccccc32)c1)Nc1ncc(Cl)cc1Cl	1.1	-1	-11	9	1	1	2	1.1	17	0.8
CCOC(=O)c1ccc2[nH]c3c(c2c1)CCCCC3=O	1	-3	-9	0	1	1	-3	1.1	15	0.9
CSc1ccccc1C(=O)C1CCCN(Cc2cnn(-c3ccccc3)c2)C1 (stereo unspecified)	0.8	-1	-1	15	1	0.8	-3	1	21	0.8
CCn1c(SCC(=O)N2CCN(c3ccc(F)cc3)CC2)nc2ccccc2c1=O	1	-4	-9	2	1	1.1	1	1.1	10	0.9
CSc1nc(C)cc(Oc2ccccc2)n1	1	0	-9	0	1	0.9	-4	1	7	0.9
CCOC(=O)N1CCN(S(=O)(=O)c2ccc3c(c2)CCN3C(=O)C2CC2)CC1	1	-1	-7	8	1	1	-3	1.1	16	0.8
CCOc1nc2c(c(=O)n(C)c(=O)n2C)n1Cc1ccccc1Cl	1	-2	-6	0	1	1	-1	1	13	0.9
N#CC1=C(N)N=C(SCc2cccc3ccccc23)C(C(N)=O)C12CCCCC2 (stereo unspecified)	0.8	-2	1	0	1	0.8	-4	1.1	25	0.7
CC(=O)O[C@@H]1[C@H](OC(=O)CC(C)C)c2c(ccc3ccc(=O)oc23)OC1(C)C	1	-5	-11	11	1	0.9	1	1	18	0.8
O=C1CN(C(=O)CSc2nc(-c3ccccc3)cs2)c2ccccc2N1	1	-5	-7	9	1	1	-1	1.1	19	0.8
Nc1scc(-c2ccncc2)c1Cl	1.5	-3	-4	3	1	1.6	-1	1	6	0.9

Taken from above:
For PMI act hi M6P, CSc1ccccc1C(=O)C1CCCN(Cc2cnn(-c3ccccc3)c2)C1 (stereo unspecified) has 0.8
For G6PDH counter, C=CCn1c(N)c(C(=O)OCCC)c2nc3ccccc3nc21 has 12

(next part)
canonical_smiles	PMI activator	TNAP inh hiacc	TNAP inh no acc	G6PDH counter	TNAP act hi DEA	PMI act hi M6P	HMGR II inh	FLuc stim CS	Diaphorase inh	Diaphorase act
COc1cccc(Oc2cnc(N)nc2-c2ccc(OC)cc2O)c1	0.9	-1	-9	-6	1	0.9	-2	1.1	16	0.8
Cc1cccc2sc(NC(=O)c3cccc(S(=O)(=O)N4CCc5ccccc54)c3)nc12	0.8	-2	-12	6	1	1	2	1.1	13	0.9
[O-]/[N+](=C/c1ccc(F)cc1)c1ccc(Cl)cc1	0.9	-1	-10	6	1	0.9	-4	0.9	14	0.9
CC(C)NC(=O)NC(=O)COC(=O)c1ccccc1Oc1ccccc1	0.9	2	-2	8	1	0.9	4	1	9	0.9
O=Cc1ccc2noc(-c3ccc(Cl)cc3)c2c1	1.5	2	2	1	1	1.8	-4	1	16	0.8
Cc1cccc(OCCCC(=O)Nc2nc3ccccc3[nH]2)c1	1.1	-5	-64	4	1.1	1	-1	1	2	1
Cc1oc2c(c1C(=O)NCc1ccccc1)CCCC2	1	0	-1	-13	1	1.1	0	1.1	21	0.8
Cc1cccnc1NC(=O)c1ccccc1-c1ccccc1C(=O)Nc1ncccc1C	1	-6	-1	13	1.1	1.1	4	1	-10	1.1
Cc1cccc(N/C(N)=N/c2nc3c(c(=O)[nH]2)CCCC3)c1	0.9	0	-9	-5	1	0.9	4	1	11	0.9
CCCCOn1c(C)c(C(C)=O)c2c3no[n+]([O-])c3ccc21	1	-4	-10	-4	1	1.1	-3	1	7	0.9
COc1cc(Cl)c(S(=O)(=O)NCc2cccnc2)cc1Cl	1.1	-6	-16	0	1.1	1	0	1	-3	1
CCOC(=O)N1CCN(C(=O)c2ccc(N(C)S(C)(=O)=O)cc2)CC1	0.9	-3	-9	6	1	0.9	1	1.1	14	0.9
Cc1nnc(C)n1/N=C/c1cccnc1	1	-4	-7	9	1	1	-1	1	10	0.9
CCCn1ncc(OC)c(Cl)c1=O	1	-4	-12	-3	1	0.9	2	1	10	0.9
CCOc1cc(/C=C2/N=C(c3ccc(C(C)(C)C)cc3)OC2=O)cc(Cl)c1OS(C)(=O)=O	1	-2	12	3	1	0.9	-4	1.1	12	0.9
Cc1cccc2cc(CN(CCN3CCOCC3)C(=O)Nc3ccccc3F)c(=O)[nH]c12	0.9	-2	-17	-1	1	0.9	0	1	5	1
COc1ccc(NC(=S)N(Cc2cccnc2)Cc2ccco2)cc1	1	-2	-9	1	1	0.9	0	1.1	11	0.9
COc1ccc(C(=O)Nc2nc3c(s2)CCCC3)cc1S(=O)(=O)N1CCCc2ccccc21	1	0	-3	0	1	1	-5	1	10	0.9

Rows are unselected; about 1.7% have a hit in one of these screens.
